Screens: PubChem BioAssay, PCMD
CatG inh – inhibitors of human cathepsin G; inhibition, % at 5 µM (by protocol); purified enzyme, AMC-tetrapeptide fluorescence, pooled mixtures; 62,000 compounds, 0.2% hits; P08311; AID 581;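 active = inhibition above 20% in each of the two mixture wells holding the compound; inactive = inhibition of 20% or less in either well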;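 note: 0% = enzyme control without mixture and 100% = blank lacking enzyme; strong numbers were not always called active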
E coli RNAP – blocks E. coli RNA polymerase transcription. P0A8V2. fluorescence transcription assay. inhibition, %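 (tested at 10 µM)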. 62,000 compounds, 0.2% hits; in the data active = inhibition above about 20%;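 note: 0% = enzyme without compound and 100% = no enzyme blank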
AP ELISA ortho – alternative pathway complement inhibition, orthogonal assay | Human serum alternative complement pathway, LPS-coated ELISA, C3 deposition; tested in compound mixtures | inhibition, % at 5 µM | 62,000 compounds, 0.08% hits | AID 1235;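 active = inhibition above 30% in each of the two pooled mixtures holding the compound, so the lower value exceeds 30%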;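 note: 0% = serum in Mg-EGTA without compound and 100% = EDTA serum blank; some compounds past the cut are filed as inactive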
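Assay system: human serum alternative complement pathway, C3 deposition on LPS-coated wells; Dosing: 5 µM per compound in ten-compound mixtures; Detection: Anti-C3 ELISA, OD 450 nm; Buffer or medium: Mg2+-EGTA GVB++ buffer containing human serum at 1:15 dilution; Timing: 1 h at 37 °C; Replication: two different pools per compound.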
CatS block – inhibitors of human cathepsin S | 62,000 compounds, 0.06% hits | P25774 | inhibition, %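 (tested at 5 µM per compound within 10-compound mixtures)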 | recombinant cathepsin S, AMC dipeptide fluorescence, pooled mixtures | AID 501; in the data active = inhibition above about 32%, passing the limit was not always enough;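 note: 0% = enzyme without compound and 100% = blank without enzyme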
Target sequence (P25774 115-331 limits assumed): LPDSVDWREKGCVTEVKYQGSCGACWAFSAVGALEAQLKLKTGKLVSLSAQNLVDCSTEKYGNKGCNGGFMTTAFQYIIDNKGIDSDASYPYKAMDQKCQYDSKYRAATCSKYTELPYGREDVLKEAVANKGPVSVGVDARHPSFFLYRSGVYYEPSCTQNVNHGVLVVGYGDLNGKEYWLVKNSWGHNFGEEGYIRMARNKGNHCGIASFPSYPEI
FXIa inh mix – blocks human factor XIa in pooled compound mixtures. inhibition, % at 5 µM. P03951. 62,000 compounds, 0.19% hits. purified FXIa, fluorogenic substrate; in the data active = inhibition above about 20%, passing the limit was not always enough;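 note: each value is inhibition by a whole ten-compound pool holding the compound; 0% = enzyme with no mixture and 100% = wells lacking enzyme; strong numbers were not always called active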
CatB block – inhibitors of human cathepsin B. P07858. purified cathepsin B, fluorogenic substrate, fluorescence. inhibition, %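 (tested at 10 µM)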. 63,000 compounds, 0.1% hits. AID 453; in the data active = inhibition above about 21%;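 note: 0% = enzyme with no compound and 100% = no enzyme blank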
CatB mix inh – inhibitors of human cathepsin B in compound mixtures. Purified cathepsin B, AMC dipeptide fluorescence. inhibition, %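 (ten-compound pools at 5 µM per compound and 50 µM total)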. 62,000 compounds, 0.06% hits. AID 488; in the data active = inhibition above about 22%, passing the limit was not always enough;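 note: 0% = enzyme without compound and 100% = no enzyme blank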
CatL inh – blocks human cathepsin L protease activity | 58,000 compounds, 0.17% hits | P07711 | AID 460 | inhibition, %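 (tested at 10 µM)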 | purified cathepsin L, fluorogenic substrate, fluorescence; in the data active = inhibition above about 45%;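 note: 0% = enzyme with no compound and 100% = no enzyme blank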
C1s block – human complement C1s inhibition. P09871. purified C1s, fluorogenic AMC substrate, pooled mixtures. mean inhibition % of two 10-compound mixtures (hits give high values), % at 5 µM (by protocol). 62,000 compounds, 0.16% hits;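 active = inhibition above 20% in each of the two 10-compound mixture wells holding the compound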;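 note: 0% = enzyme wells lacking compound mixture and 100% = no-enzyme blank wells; some compounds called inactive have numbers as strong as hits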
Target sequence (P09871 16-437 limits assumed): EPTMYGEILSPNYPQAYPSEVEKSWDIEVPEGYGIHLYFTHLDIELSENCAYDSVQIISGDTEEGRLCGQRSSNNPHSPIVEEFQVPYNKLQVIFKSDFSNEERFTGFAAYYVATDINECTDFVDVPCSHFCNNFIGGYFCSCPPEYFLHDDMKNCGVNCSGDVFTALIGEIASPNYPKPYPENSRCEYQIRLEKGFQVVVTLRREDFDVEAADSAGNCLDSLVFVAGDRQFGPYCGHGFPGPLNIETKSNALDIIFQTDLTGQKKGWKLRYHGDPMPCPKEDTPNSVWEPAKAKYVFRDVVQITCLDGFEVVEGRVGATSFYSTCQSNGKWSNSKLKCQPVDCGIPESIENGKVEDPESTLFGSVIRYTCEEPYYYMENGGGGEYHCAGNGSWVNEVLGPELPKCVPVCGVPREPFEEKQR
Target sequence (P09871 438-688 limits assumed): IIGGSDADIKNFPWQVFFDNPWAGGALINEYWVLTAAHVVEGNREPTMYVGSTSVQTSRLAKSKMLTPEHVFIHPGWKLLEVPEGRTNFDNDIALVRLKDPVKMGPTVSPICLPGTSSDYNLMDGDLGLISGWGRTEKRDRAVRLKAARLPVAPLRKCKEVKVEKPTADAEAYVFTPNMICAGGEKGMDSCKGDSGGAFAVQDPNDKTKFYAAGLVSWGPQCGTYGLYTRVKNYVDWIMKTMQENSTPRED
Active calls of the source: *; nt = no result given. These rows are one share of the data. The share of hits here may be higher or lower than overall.

SMILES	CatG inh	E coli RNAP	AP ELISA ortho	CatS block	FXIa inh mix	CatB block	CatB mix inh	CatL inh	C1s block
c1ccc(Nc2cc(Nc3ccccc3)[nH]n2)cc1	14	11	-1	17	4	5	6	5	8
COc1ccccc1NC(=O)CC1C(=O)Nc2c1c(=O)n(C)c(=O)n2C (centres undefined)	-2	-2	-2	-9	5	-3	-7	-5	-28
Cn1cc(C(=O)NCCN2CCN(c3ccccc3F)CC2)c2c3ccccc3n(C)c2c1=O	-9	-10	-5	-11	-2	2	-2	-4	-50
O=C(NC1=NCCS1)c1ccc(-c2ccc(Cl)cc2)o1	1	-5	8	-6	-9	0	-4	-23	-35
COc1cc(C(O)P(=O)(OC2CCCCC2)c2ccc(N(C)C)cc2)cc(OC)c1OC (centres undefined)	9	2	4	-5	-2	0	-4	4	1
CCCNc1ncnc2sc(C)c(C)c12	-6	6	4	0	5	3	3	-4	0
CCCN(CCC)C(=O)COc1cc(=O)n(CC)c2ccccc12	7	2	7	-4	-3	2	1	6	0
COc1ccccc1-n1c(SCC(=O)Nc2ccc3c(c2)OCO3)nc2c(c1=O)SCC2	-10	-11	-9	13	3	-1	1	10	-28
COc1cccc(N(CC(=O)O)S(=O)(=O)c2ccccc2)c1	13	8	7	4	3	3	6	-4	16
COc1ccc(C(=O)N2CCC(C(=O)Nc3cccc(C)c3)CC2)cc1OC	10	0	20	-8	4	-1	2	-7	-13
Cn1c(=O)[nH]c(=O)c2c1nc(CN1CCN(c3cccc(Cl)c3)CC1)n2CCN1CCOCC1	8	8	16	4	7	3	7	nt	16
COC(=O)c1ccccc1NC(=O)Nc1cnccn1	-3	3	-7	12	3	9	2	-2	-4
CCS(=O)(=O)/N=C(\N)c1ccccc1	-3	3	-4	12	7	4	0	6	-2
O=c1[nH]c(CSc2nc3ccccc3o2)nc2c1cnn2-c1ccccc1	6	6	10	-9	-15	3	-1	nt	-49
Cc1ccc(C)c(NC(=O)CSc2nnc(-c3ccco3)o2)c1	10	4	2	-5	2	-1	0	7	24
Cc1ccc(C2CC(=O)c3cnc(N4CC(C)CC(C)C4)nc3C2)cc1 (centres undefined)	7	6	10	-2	-1	-1	-7	7	-28
CCN(CC)S(=O)(=O)c1csc(C(=O)NCc2ccccc2)c1	8	7	13	-6	8	8	5	1	15
Cc1nc2ncnn2c(C)c1CCC(=O)N1CCN(C(=O)c2ccco2)CC1	8	9	1	13	8	12	5	6	13
COC(=O)c1cc(COC(=O)c2cccnc2SC)oc1C	-5	3	-9	-2	0	2	0	6	-9
CC(=O)c1cc2c(cc1NC(=O)CCc1ccccc1)OCO2	10	9	-2	4	0	5	6	3	4
CCn1c(SCC(=O)NCc2ccccc2)nc2ccccc2c1=O	-4	5	-5	-1	5	-2	3	-1	0
CN(CC(=O)Nc1sccc1C#N)C1CCCCC1	9	13	-9	6	4	3	3	11	15
O=C1CCCc2sccc2N1	2	1	-6	7	10	1	1	18	-4
CCOc1ccc(-c2cnc(SCC(N)=O)nc2N)cc1	11	0	3	-6	5	3	1	-2	-1
CCN(CC)c1ccc(C2NC(=O)NC(C)=C2C(=O)Nc2ccccc2)cc1 (centres undefined)	-13	-4	-31	2	0	-2	0	4	-23
CCOC(=O)N1CCC(N2C(=O)c3ccccc3C2Nc2cc(C(=O)OC)cc(C(=O)OC)c2)CC1 (centres undefined)	-3	-10	28	-3	4	-6	0	nt	-13
CCOC(=O)c1[nH]c2ccc(C)cc2c1NC(=O)CN1CCCCC1	-7	4	9	-7	4	2	4	-1	17
Cc1ccc(S(=O)(=O)N(CC(=O)O)Cc2ccccc2)cc1	-10	-7	-9	-10	-7	2	-1	6	-21
COc1cccc(C(=O)Nc2ccc(NC(=O)C(C)(C)C)cn2)c1	-45	4	3	2	-7	4	2	1	-8
COc1ccc(-n2nnc3c(SCC(=O)N4CCN(c5ccccc5)CC4)ncnc32)cc1	9	5	6	-2	8	0	-3	21	9
COc1ccc(NC(=O)C2CC(=O)NC(Nc3cccc(C)c3)=N2)cc1 (centres undefined)	10	6	13	5	9	3	5	12	17
CCNCCNC(=O)c1c(O)c2c([nH]c1=O)CCCC2	12	9	4	8	0	-2	-1	18	2
COC(=O)c1ccccc1NC(=O)Cn1cnc2cc(C)c(C)cc21	6	-4	7	-6	0	0	-1	3	-8
O=C(CSc1ncccn1)Nn1cnnc1	2	8	1	5	3	-2	4	10	4
CCN1C(=O)/C(=C2\C=Cc3ccccc3N2CC)OC1=S	0	13	4	18	4	0	9	0	1
CCCn1c2ccccc2c2nnc(SCC(=O)OC)nc21	-10	3	-23	32	3	2	4	10	-7

Full records, quoted from the list.
CCN(CC)c1ccc(C2NC(=O)NC(C)=C2C(=O)Nc2ccccc2)cc1 (centres undefined) is entered as CatG inh = -13; E coli RNAP = -4; AP ELISA ortho = -31; CatS block = 2; FXIa inh mix = 0; CatB block = -2; CatB mix inh = 0; CatL inh = 4; C1s block = -23
CCCn1c2ccccc2c2nnc(SCC(=O)OC)nc21 is entered as CatG inh = -10; E coli RNAP = 3; AP ELISA ortho = -23; CatS block = 32; FXIa inh mix = 3; CatB block = 2; CatB mix inh = 4; CatL inh = 10; C1s block = -7

New compounds follow.
SMILES	CatG inh	E coli RNAP	AP ELISA ortho	CatS block	FXIa inh mix	CatB block	CatB mix inh	CatL inh	C1s block
COc1cc(NC(=O)c2cc3c(C)nc4ccccc4c3o2)cc(OC)c1OC	-1	10	-1	9	6	7	3	10	5
O=C(NCC(c1cccnc1)N1CCN(c2ccccc2F)CC1)C1CCCCC1 (centres undefined)	13	17	8	3	2	3	3	24	14
Cc1ccc(CNC(=O)c2ccc(CN3CCOCC3)cc2)cc1	-2	-2	11	-1	1	-6	1	7	0
COc1ccc(N2CCN(C(=O)CSc3nnc(-c4ccc5[nH]c(C)c(C)c5c4)o3)CC2)cc1	0	-3	9	-2	10	6	0	-6	2
Cc1cc2nc(C3CCN(CC4COc5ccccc5O4)CC3)[nH]c2cc1C (centres undefined)	-12	-5	-6	4	-1	1	3	8	-7
CC(c1nnc(SCC(=O)Nc2ccc3[nH]c(=O)[nH]c3c2)n1Cc1ccccc1)N(C)C (centres undefined)	10	6	3	6	17	6	5	17	7
Cc1cc(C)n(S(=O)(=O)c2ccc(Cl)c(Cl)c2Cl)n1	7	5	5	-3	3	5	4	nt	-5
O=C(Nc1c(F)c(F)c(F)c(F)c1F)C1CCCCC1	-3	0	14	1	1	1	1	-2	-13
N#Cc1c(N)n(CCNC(=O)c2cccs2)c2nc3ccccc3nc12	-8	-24	-4	-12	-7	-9	-6	-58	-92
CCc1cc(=O)oc2cc(C)cc(O)c12	-2	-1	15	-2	9	-3	-2	-3	-1
Cn1nc(CC(=O)Nc2ncc(Br)s2)c2ccccc2c1=O	12	3	6	14	3	2	2	5	-15
O=C(C1CC1)N1CCc2cc(Br)cc(S(=O)(=O)NCCCN3CCCC3)c21	7	3	8	-1	-9	1	1	3	5
NC(=O)C1CCN(C(=O)CN(c2cccc(C(F)(F)F)c2)S(=O)(=O)c2ccccc2)CC1	7	8	0	-2	-1	-4	2	17	1
Cc1nn(CC(=O)Nc2ccccn2)c(=O)c2ccccc12	1	2	16	-1	4	-5	7	-1	-5
Cc1nc2ccccc2c(=O)n1NC(=O)Nc1ccccc1	4	-4	10	-1	10	1	-6	0	6
COc1ccc(NS(=O)(=O)c2ccc3oc(Nc4ccc5c(c4)OCCO5)nc3c2)cc1	11	3	7	-1	11	6	0	11	13
O=S(=O)(NCc1cn2ccsc2n1)c1cccs1	10	17	17	-1	7	2	5	-4	9
Cc1[nH]n(C(C)(C)C)c(=O)c1Sc1ccccc1	0	4	16	-5	7	-9	3	-10	-28
CC(C)Oc1ccc(CSc2nnc3n(C)c(=O)c4c5c(sc4n23)CCCC5)cc1	14	7	-17	5	0	4	-2	29	5
CC(=O)NCCOc1ccc(C(=O)O)cc1	5	0	18	7	-5	1	-2	5	-12
Cc1ccc(Cn2ncn3c(cc4ccccc43)c2=O)cc1	10	2	9	-4	6	1	4	-5	14
CC1CCN(c2nc3c(c(=O)[nH]c(=O)n3C)n2Cc2ccccc2Cl)CC1	8	4	21	0	0	1	6	nt	-1
CCOC(=O)c1oc2c(O)c(O)ccc2c(=O)c1-c1nncn1-c1ccccc1	12	6	14	-3	-5	4	-5	-1	-4
CSc1ccc2[nH]c(=O)cc(C)c2c1	-15	4	-19	14	-6	6	2	7	-14
COC(=O)CSc1nsc(SCC(=O)OC)c1C#N	8	nt	24	-2	3	nt	2	nt	3
CCCCCC1NC(=O)NC1CCCCCC(=O)O (centres undefined)	6	9	3	3	1	3	-10	2	-21
O=C(CCS(=O)(=O)c1cccc2nonc12)NC1CCCCCC1	-7	3	-5	15	4	4	3	20	-45
O=C(c1ccccn1)N(Cc1cc2ccccc2[nH]c1=O)C1CCCCC1	-3	8	3	1	3	-1	24	8	8
O=C(COC(=O)CNC(=O)c1ccco1)NCCN1C(=O)CSC1=O	-6	-2	-6	-4	1	12	14	nt	-19
O=C(CC1SCCNC1=O)Nc1cc(Cl)cc(Cl)c1 (centres undefined)	-1	8	-1	4	-1	2	0	15	-7
Cc1ccc(-c2csc3ncn(-n4c(C)ccc4C)c(=O)c23)o1	-8	3	4	-5	0	2	4	-5	-6
CCc1cc(Br)ccc1NC(=O)C1CCCO1 (centres undefined)	-1	3	15	-3	9	-3	5	-5	5
Cc1cccc(-n2c(O)c(C=NCCCN3CCOCC3)c3ccccc3c2=O)c1	-7	nt	-3	6	2	2	-3	3	-15
CSCCC(NC(=O)c1ccccc1)C(=O)NC1CCCC1 (centres undefined)	-4	2	16	-11	2	-3	3	-4	-11
O=C(CSc1nnnn1-c1ccccc1)Nc1nsc(-c2ccccc2)n1	3	-3	8	-1	13	-2	-1	-13	6
CC(C)Cc1ccc(/C(=N/O)C(=O)O)s1	15	9	5	17	12	5	4	19	17

Two successive entries from above:
SMILES	CatG inh	E coli RNAP	AP ELISA ortho	CatS block	FXIa inh mix	CatB block	CatB mix inh	CatL inh	C1s block
O=C(CC1SCCNC1=O)Nc1cc(Cl)cc(Cl)c1 (centres undefined)	-1	8	-1	4	-1	2	0	15	-7
Cc1ccc(-c2csc3ncn(-n4c(C)ccc4C)c(=O)c23)o1	-8	3	4	-5	0	2	4	-5	-6

Later entries.
SMILES	CatG inh	E coli RNAP	AP ELISA ortho	CatS block	FXIa inh mix	CatB block	CatB mix inh	CatL inh	C1s block
CC1=CCC2C(=O)N(c3cccc(C(=O)N(C)C4CCCCC4)c3)C(=O)C2C1 (centres undefined)	-9	5	23	-7	-11	-1	-2	16	-130
CCn1c(C(=O)NCCCc2ccccc2)cc2sccc21	10	1	13	-4	2	0	5	-6	8
CC1(C)Cc2c(C#N)c(N)sc(=S)c2CS1	9	5	5	2	7	7	4	10	6
CN(C)c1ccc(-c2ccncc2)cc1	8	5	20	-2	1	nt	2	6	-1
CC1CCN(C(=O)CSc2nc3c(cnn3-c3ccccc3)c(=O)[nH]2)CC1	5	7	4	-2	2	-2	3	30	-3
O=C(CCN1C(=O)C2C3C=CC(C3)C2C1=O)Nc1ccc2c(c1)OCO2 (centres undefined)	5	-1	10	-15	9	1	-2	-8	11
CCCS(=O)(=O)N1CCCC(C(=O)N2CCC(Cc3ccccc3)CC2)C1 (centres undefined)	9	6	3	-6	5	2	2	7	12
CSc1nnc2c(n1)OC(C)N(C(=O)c1ccccc1)c1ccccc1-2 (centres undefined)	2	8	18	8	9	-2	7	22	-23
O=C(O)CCN1C(=O)CC2(CCCCC2)C1=O	-2	-3	7	-5	5	0	-1	-3	-11
CC(=O)c1ccc(OC(=O)c2ccc(Br)o2)cc1	16	10	19	-1	7	1	0	0	-18
